GRIN3A LBD mod: NR3A (human) ligand-binding domain modulation; NR3A LBD differential scanning fluorimetry, Tm shift; 0% = protein alone, 100% = glycine-bound protein; Tm shift relative to glycine control, % at 25 µM; 340,000 compounds, 2.5% hits;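 active = melting temperature shift of at least 10% of the positive control shift, at one fixed dose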
UPR CHOP act: activators of apoptotic arm of unfolded protein response (CHOP); CHO-CHOP luciferase reporter, UPR activation, luminescence; percent of tunicamycin response over DMSO baseline; activation, % at 10 µM; 330,000 compounds, 0.34% hits;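 active = at 10 µM dose, activation of 40% or more, normalized to positive control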;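 note: 100% = tunicamycin at 10 µg/mL and 0% = DMSO alone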
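assay system = CHO CHOP reporter cells | amount = 500 CHO-CHOP cells per well | buffer or medium = F12 with 10% FBS | incubation = 16-18 h cell attachment, then 6 h compound exposure, 37 °C | detection = luminescence read with Steady-Glo | read-out = percent activation relative to tunicamycin control | controls = tunicamycin high control, DMSO low control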
tim10-1 inh: growth inhibitors of tim10-1 mutant yeast. S. cerevisiae tim10-1 ts strain growth, BacTiter-Glo, 24 h. inhibition, % at 20 µM. 330,000 compounds, 2.2% hits. AID 463190;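 active = inhibition of at least 40%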;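 note: mutant grown at 25 °C; 0% = DMSO wells with yeast and 100% = wells holding no yeast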
NALP3 yeast inh: NALP3 inhibition in yeast. Yeast reconstituted NLRP3/ASC/caspase-1, beta-gal luminescence, 24 h. inhibition, % at 10 µM. 330,000 compounds, 0.39% hits. AID 2825;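 active = inhibition of 50% or more; inactive = inhibition below 50%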;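 note: plate controls were induced DMSO wells for no effect and uninduced yeast grown without galactose for full effect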
Mdm2-MdmX inh: disrupts the human Mdm2-MdmX interaction. O15151+Q00987. SaOS-2 split-luciferase Mdm2/MdmX complementation, luminescence. inhibition, % at 8 µM. 330,000 compounds, 3% hits. AID 485346;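 active = inhibition of at least 50% at 8 µM in the primary screen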
Target sequence (O15151 whole entry, looked up): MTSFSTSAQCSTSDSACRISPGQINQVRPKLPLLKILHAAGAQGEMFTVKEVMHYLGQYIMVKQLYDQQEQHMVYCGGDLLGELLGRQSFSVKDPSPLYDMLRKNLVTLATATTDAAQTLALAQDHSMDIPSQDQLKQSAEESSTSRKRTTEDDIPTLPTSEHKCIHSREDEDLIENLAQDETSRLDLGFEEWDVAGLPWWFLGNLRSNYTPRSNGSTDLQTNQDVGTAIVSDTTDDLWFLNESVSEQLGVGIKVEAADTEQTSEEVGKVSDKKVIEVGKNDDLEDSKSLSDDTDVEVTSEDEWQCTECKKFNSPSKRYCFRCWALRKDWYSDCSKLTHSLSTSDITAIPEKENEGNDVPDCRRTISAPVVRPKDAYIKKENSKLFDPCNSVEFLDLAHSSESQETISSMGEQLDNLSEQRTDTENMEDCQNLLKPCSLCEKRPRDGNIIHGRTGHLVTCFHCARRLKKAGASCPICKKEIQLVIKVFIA
Target sequence (Q00987 whole entry, looked up): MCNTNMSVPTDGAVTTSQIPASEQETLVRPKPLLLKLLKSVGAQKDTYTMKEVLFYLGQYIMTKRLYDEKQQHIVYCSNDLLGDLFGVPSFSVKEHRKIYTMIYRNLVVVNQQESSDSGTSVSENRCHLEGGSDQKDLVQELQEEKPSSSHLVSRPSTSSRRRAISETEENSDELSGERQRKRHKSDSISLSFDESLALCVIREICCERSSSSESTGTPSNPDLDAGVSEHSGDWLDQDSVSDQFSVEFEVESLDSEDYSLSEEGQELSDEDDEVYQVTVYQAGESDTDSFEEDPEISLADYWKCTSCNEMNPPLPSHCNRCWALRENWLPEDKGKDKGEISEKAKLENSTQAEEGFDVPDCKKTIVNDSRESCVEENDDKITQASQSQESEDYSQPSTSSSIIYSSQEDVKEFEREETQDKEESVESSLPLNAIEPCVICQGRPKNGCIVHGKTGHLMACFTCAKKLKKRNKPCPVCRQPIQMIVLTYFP
tim23-1 inh: tim23-1 yeast growth inhibition; S. cerevisiae tim23-1 growth, BacTiter-Glo luminescence, 24 h; inhibition, % at 20 µM; 330,000 compounds, 1.3% hits;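 active = growth inhibition of the mutant yeast at or above 50%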;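 note: temperature-sensitive mutant grown at 25 °C; plate controls were DMSO-treated mutant yeast for no effect and medium wells lacking yeast for full effect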
APJ agonist: activates the human apelin receptor APJ; P35414; 330,000 compounds, 0.11% hits; activation, % at 20 µM; CHO-K1 APJ PathHunter beta-arrestin, luminescence; 0% DMSO wells, 100% apelin;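 active = activation more than six SD over the plate average, tested at 20 µM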;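 note: 0% = DMSO alone and 100% = apelin-13 at 10 nM; some results filed as inactive read as strong as hits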
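Assay system: engineered CHO-K1 APJ arrestin reporter cells; Amount: 1000 CHO-K1 reporter cells seeded per well; Dosing: one dose, 20 µM compound, 1% DMSO; Times: compound stimulation 90 min at 25 °C, detection 60 min; Measured by: luminescent beta-gal fragment complementation, chemiluminescent substrate; Read-out: APJ–arrestin association signal; Controls: DMSO vs Apelin-13 10 nM.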
XBP1 UPR activ: activators of adaptive arm of unfolded protein response (XBP1). activation, % at 20 µM. CHO-XBP1 luciferase reporter, IRE1-XBP1 UPR activation, luminescence; percent of tunicamycin response, DMSO as zero. 330,000 compounds, 0.33% hits;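 active = versus positive control, 20 µM dose yields 30% or more activation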;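 note: 100% = tunicamycin at 10 µg/mL and 0% = DMSO only wells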
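Assay system: IRE1-XBP1 luciferase reporter CHO line. Input: 1000 cells/well. Buffer or medium: F12 with 10% serum. Doses: 20 µM, 1% DMSO. Times: overnight seeding at 37 °C, 6 h compound treatment at 37 °C. Technique: Steady-Glo luciferase glow luminescence, 10 min after reagent addition.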
TIM10 inh: inhibits growth of TIM10 yeast strain; S. cerevisiae TIM10 strain growth, BacTiter-Glo luminescence, 24 h; inhibition, % at 10 µM; 330,000 compounds, 1.4% hits;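 active = inhibition of 40% or more at the single tested concentration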;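 note: wild-type TIM10 isogenic control strain grown at permissive 25 °C; 0% = DMSO yeast wells and 100% = minimal medium wells without yeast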
* hit, by the source's call; x = no result given.

SMILES	GRIN3A LBD mod	UPR CHOP act	tim10-1 inh	NALP3 yeast inh	Mdm2-MdmX inh	tim23-1 inh	APJ agonist	XBP1 UPR activ	TIM10 inh
Cc1ccc(C)c(N(C(=O)c2csnn2)C(C(=O)NC2CCCCC2)c2ccncc2)c1 (stereo not drawn)	-1	0.1	0	10	-22	7	0	-5	7
Cc1cc(C)c2[nH]c(=O)c(CN(CC3CCCO3)C(=O)c3cnccn3)cc2c1 (stereo not drawn)	1	-0.9	21	13	17	7	-3	-4	6
Cc1ccc(-c2sc(C(=O)NN)c(C)c2C#N)cc1	2	-0.4	32	9	-6	37	4	2	13
Cc1ccc(C)c(SCC(=O)NCC(c2ccco2)N2CCCCC2)c1 (stereo not drawn)	-2	-1.2	10	7	6	18	5	-2	12
O=[N+]([O-])c1cccc(N=Cc2sc3ccccc3c2O)c1	x	3.6	12	-11	12	-14	1	16	-13
CCS(=O)(=O)Nc1ccccc1C(N)=O	-1	2.3	6	17	22	-13	-4	6	9
CS(=O)(=O)c1cnc(-c2ccccc2)nc1Oc1ccc(Cl)cc1	5	0.4	-1	12	19	4	-3	-2	2
Cc1cccc(NC2=C(Cl)C(=O)OC2OC(C)C)c1 (stereo not drawn)	0	1.5	17	16	-4	4	-3	-2	8
COc1ccc(OC)c(C2=NO[C@@H]3C(=O)N(c4cc(Cl)ccc4OC)C(=O)[C@H]23)c1	1	0.0	6	0	-3	-3	1	-1	10
O=C(CNC(=O)/C=C/c1ccccc1)N=Nc1c(O)n(Cc2ccccc2)c2ccccc12	x	-0.7	12	-2	14	-1	-3	-2	3
CCSc1cc(N2CCCC2)nc(-c2ccc(F)cc2)n1	1	-0.3	-15	2	-3	-8	0	-3	-8
COC(=O)c1c(-c2ccccc2)c(-c2ccccc2)nn(C)c1=O	2	-0.2	23	7	-1	27	-3	-4	4
Cc1ccc(C(C(=O)NC2CCCCC2)N2CCCC2)cc1 (stereo not drawn)	1	2.1	15	11	-7	-3	-3	-3	7
COCCNC(=O)C(=O)c1cc(C)n(-c2ccc([N+](=O)[O-])cc2)c1C	4	8.6	6	12	-2	7	-3	-2	0
CN(Cc1ccccc1)C(=O)COc1cc(=O)n(C)c2ccccc12	-1	1.7	14	9	5	-8	-1	1	-2
COc1c(C)cc(S(=O)(=O)NC2CC(C)(C)NC(C)(C)C2)c(C)c1C	0	-1.2	7	2	23	16	1	-1	6
COc1ccc(-c2cc(C(F)(F)F)n3ncc(C(=O)O)c3n2)cc1OC	1	-3.3	-2	0	3	-7	0	-1	-10
COCc1cc(C)n(CC(=O)N2CCCC2)c(=O)c1C#N	0	-0.2	8	15	21	6	1	1	2
COc1ccc(Cl)cc1C(=O)Nc1ccc(S(=O)(=O)N2CCCC2)cc1	20*	-0.5	11	2	0	0	-3	-2	7
O=C(CCC1CCCC1)N1CCN(C(=O)C2CC2)CC1	1	0.8	15	4	-42	-8	1	0	-4
CC(OC(=O)CCN=C1NS(=O)(=O)c2ccccc21)C(=O)Nc1ccccc1F (stereo not drawn)	1	-2.8	18	12	-5	6	-3	-3	7
Cn1cccc1/C=N\NC(=O)C1COc2ccccc2O1 (stereo not drawn)	0	3.2	-1	21	15	-4	-2	-1	12
CCOCCCNC(=O)CN1C(=O)c2cccc3cccc1c23	-1	-1.1	-5	19	-13	21	0	-3	10
Cc1ccc(S(=O)(=O)N2CCN(C(=S)NCc3ccc4c(c3)OCO4)CC2)cc1	2	-1.8	2	6	27	-29	-2	-2	-16
CCN(Cc1ccccc1)C(=S)Nc1cc(C(=O)OC)ccc1C(=O)OC	1	2.2	10	17	7	10	-4	-3	-1
Cc1ccccc1C(=O)Nc1ccnn1C1CCN(C(=O)C2CCOC2)CC1 (stereo not drawn)	3	2.0	3	-9	-12	9	4	-4	7
O=S(=O)(Nc1ccc2cn[nH]c2c1)c1ccccc1	-2	-2.2	-3	-7	33	16	-1	-2	0
O=C1CC(N2CCN(Cc3ccc4c(c3)OCO4)CC2)C(=O)N1c1cccc2ccccc12 (stereo not drawn)	-2	0.1	10	15	21	13	-1	-1	-5
O=C(CCNS(=O)(=O)c1ccccc1C(F)(F)F)NNC(=O)C1COc2ccccc2O1 (stereo not drawn)	4	1.5	-16	11	7	-4	-4	-4	3
O=C(NCCSc1ccc(Br)cc1)c1ccc2nc[nH]c2c1	-3	3.2	-11	10	-10	-9	5	0	-5
COc1cc(OC)cc(C(=O)N/N=C/c2ccc(OC)c(COc3ccc4ccccc4c3)c2)c1	-7	-5.5	2	15	43	17	0	-2	-4
O=C1NCCCC1C(=O)N/N=C/c1cc([N+](=O)[O-])ccc1O (stereo not drawn)	1	-1.1	15	14	-54	20	-4	-1	21
NC(=O)c1nsc(C(=O)N(CC(=O)NC2CCCC2)c2cnc3ccccc3c2)c1N	x	0.3	0	8	9	7	1	3	-20
CCC(C)NC(=O)C(=O)NCC1CCCN1CC (stereo not drawn)	0	-2.4	9	6	15	15	-2	0	-5
C=CCSc1nnc2nc3[nH]c4c(C)cccc4c3nn12	-4	2.8	-9	16	-9	-2	-4	6	5
OCCC#Cc1ccc(CN2CCN(Cc3ccccc3)C(CCO)C2)cc1 (stereo not drawn)	1	-0.2	5	4	0	7	2	0	10
O=C(NC1CCCc2ccccc21)c1ccc(Cl)nc1 (stereo not drawn)	0	-0.4	7	14	-9	-2	1	-2	-32
CCOc1ccc(/C=N/NC(=O)Nc2ccccc2)cc1	5	3.6	12	25	-209	13	-1	4	24
Nc1cc(N)nc(SCC(=O)NNC(=O)Cc2ccccc2)n1	-1	0.0	8	4	1	1	-7	-3	-19
COc1cccc(CC(=O)OCC(=O)Nc2nnc(-c3ccccc3)o2)c1	0	0.2	-15	1	6	8	-4	0	-15
CNc1c(N)n(Cc2ccccc2)c(=O)[nH]c1=O	-1	0.2	-10	8	0	9	-2	-3	11
O=C(O)c1ccc(COc2ccccc2/C=C2/NC(=O)N(c3cccc(Cl)c3)C2=O)cc1	-4	0.3	2	-3	-13	8	-4	-4	-1
O=S(=O)(NCCc1ccccc1F)c1cccc(S(=O)(=O)N2CCOCC2)c1	1	4.2	13	4	15	11	-1	-2	-10
COc1cccc(S(=O)(=O)NCc2ccc(C(=O)N3CCN(c4ccccc4)CC3)cc2)c1	1	-0.5	23	23	22	14	-6	-3	13
COc1cccc(CC(=O)Nc2nc(-c3cc(OC)ccc3OC)cs2)c1	-2	-0.1	15	8	30	9	-3	6	16
S=C(Nc1ccccc1Cl)N(CCCN1CCOCC1)Cc1ccccn1	0	0.1	27	1	-1	18	1	0	0
COc1ccc(NC(=O)CN(C)C(=O)c2cc3c(s2)CCC(C)C3)cc1 (stereo not drawn)	5	-1.0	14	26	14	32	7	-2	-6
O=S(=O)(c1cccs1)N1CCN(c2ccccn2)CC1	0	0.0	12	6	-5	16	0	-3	9
CCOC(=O)c1cnc(-c2ccccc2)nc1N	3	7.1	-11	43	-146	10	-3	1	-9
Cc1ccc(C(=O)C(OC(=O)CCC(=O)Nc2cccc(C)c2)c2ccccc2)cc1 (stereo not drawn)	-9	-0.5	21	-73	5	2	-4	1	3
CCOC(=O)N1CCN(C(=O)CN(C)S(=O)(=O)c2ccc(OC)c(OC)c2)CC1	-2	-1.1	-11	12	19	-3	1	-1	-11
CCCc1[nH][nH]c(=O)c1C(c1ccc(Cl)cc1)C(C#N)C#N (stereo not drawn)	1	0.2	46*	31	17	42	-3	-3	36
CCOC(=O)c1ccc(Oc2nc(N(C)C)nc(N3CCOCC3)n2)cc1	-1	0.5	9	-1	-1	-4	-4	-2	2
O=C(Nc1cccc(O)c1)c1cccc(NC(=O)c2cccs2)c1	28*	2.5	-16	17	-20	1	0	-1	16
Cc1ccccc1NC(=O)COc1ccc2oc(=O)cc(C)c2c1	0	0.1	23	11	-12	3	-1	-1	5
O=C1C(Cl)=C(NCCCO)C(=O)c2ccccc21	0	2.4	29	21	48	30	1	-2	25
COc1ccc2c(c1)CC/C2=N\NC(=O)c1ccccc1	-2	1.5	-26	-7	-26	3	-2	2	-16
CCCOc1ccc(CNCCCOCC)cc1OC	0	-1.6	13	-4	23	5	-1	-1	-15
COc1cc(C(=S)N2CCOCC2)cc(OC)c1OC(=O)c1ccc(C)cc1	1	-1.2	13	17	5	21	-4	-7	5
Cc1ccc(NC(=O)Nc2cccc([N+](=O)[O-])c2)nc1	-5	3.7	-11	9	-34	-1	-2	0	10
The list continues:
SMILES	GRIN3A LBD mod	UPR CHOP act	tim10-1 inh	NALP3 yeast inh	Mdm2-MdmX inh	tim23-1 inh	APJ agonist	XBP1 UPR activ	TIM10 inh
COc1ccccc1-c1cc(C(=O)NCc2cccs2)no1	5	1.2	7	18	1	7	-3	2	4
O=C(CSc1nnc(-c2ccc(Cl)cc2)n1-c1ccc(Cl)cc1)N/N=C/c1ccccc1C(=O)O	-2	-1.3	7	7	20	10	-5	-4	12
O=C(Nc1nnc(-c2ccccc2)o1)NC1CCCCC1	1	2.6	10	19	24	25	1	4	23
Cc1ccccc1OCc1n[nH]c(=S)n1Cc1ccccc1	-1	-1.0	47*	-11	-10	36	-3	-1	24
CCN1CCN(c2nc3c(C)cccn3c(=O)c2C=C(C#N)C#N)CC1	1	-1.7	-1	1	4	-49	0	-9	-33
COc1ccc(C2(C(=O)NCCc3ccccc3)CCCC2)cc1OC	1	3.6	24	-3	4	3	-5	4	-4
CC(=O)Nc1ccc(C)cc1	0	1.3	-12	3	17	-17	-3	-3	-6
CCCc1ncc(CN2CCCC(C(=O)Nc3ccc(-c4cccc(OC)c4)cc3)C2)cn1 (stereo not drawn)	-4	-0.2	29	33	19	32	3	-3	34
CCCn1cnc2sc(C(N)=O)c(C)c2c1=O	1	-0.6	10	-18	0	-2	-2	-2	5
O=C(C1CSC2(c3ccc(F)cc3)CCC(=O)N12)N1CCCCCC1 (stereo not drawn)	4	-2.5	21	-2	20	23	-5	2	10
C[C@H](NC(=O)c1[nH]cnc1C(=O)Nc1ccon1)c1ccccc1	-2	1.0	17	6	14	24	-2	-5	2
O=S(=O)(c1cccs1)N1CCN(c2cccc(Cl)c2)CC1	-1	1.7	2	27	-5	15	-3	3	13

Compound activity from PubChem BioAssay.
